HT1080 IDH1KD tx: kills HT-1080 cells with IDH1 knockdown; HT-1080 IDH1 knockdown viability, ATP luminescence, 48 h; Potency, µM (doses to about 46.1 µM), inactives show at the top dose activity, negative = toxicity, hits mostly cytotoxic; actives 2% (n = 360,000); AID 686971;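 also: potency is read from the fitted curve at half-maximal effect; 0% = DMSO wells and -100% = cell-free medium wells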
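% activity derives from luminescence (CellTiter-Glo), normalised to DMSO and no-cell wells. HT-1080-IDH1KD cells, 750/well, had 48 h compound exposure at 37 °C.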
IL-1B inflam inh: blocks inflammasome-driven IL-1 beta release | THP-1 LPS/ATP IL-1B secretion, AlphaLISA, 16 h; stronger effect = lower value | activity change, % at 57.5 µM | actives 4.7% (n = 360,000) | AID 743279; in the data active = activity change below about -50%; inconclusive = mostly about -30% to -49%; also: % is scaled to controls: 0 for no effect and ±100 for the full control effect
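THP-1 cells pretreated 1 hr with compounds (up to 57.5 uM final), then stimulated with LPS (250 ng/mL final) plus ATP (1.25 mM final); secreted IL-1B measured by AlphaLISA after 16 hr, decreased signal indicating inhibition.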
MCF10A rerep: inducers of DNA re-replication in MCF 10A breast cells; MCF 10A DNA re-replication, Hoechst nuclear intensity, 48 h; Potency, µM (titrated, usually from 46.1 µM), for the others: top-dose activity, positive = re-replication, hits mostly activators; actives 2.9% (n = 350,000); also: potency is read from the fitted curve at half-maximal effect; % of control where 0% means no effect; nearly all actives have a fitted effect of over 50% in size
ATXN2 expr inh: inhibitors of ATXN2 expression | HEK-293 ATXN2-luciferase reporter, luminescence, 24 h | Potency, µM (titrated, usually from 57 µM), for the others: at the top dose activity change, negative = inhibition, hits mostly inhibitors | actives 0.72% (n = 360,000) | AID 1745845; also: potency is read from the fitted curve at half-maximal effect; % is scaled to controls: 0 for no effect and ±100 for the full control effect; nearly all actives have a fitted effect of over 55% in size
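ATXN2-luciferase reporter cells (luciferase flanked by upstream and downstream ATXN2 gene portions) were treated 24 h at 37 °C with compounds at up to 57 uM. SteadyGlo luminescence gave expression; GF-AFC fluorescence gave viability.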
SW480 rerep: inducers of DNA re-replication in SW480 colon cancer cells; actives 1.8% (n = 340,000); SW480 DNA re-replication, Hoechst DNA content imaging, 48 h; AID 624297; Potency, µM (highest dose often 46.1 µM), for the others: at the top dose re-replication activation, usual class: activators; also: potency is read from the fitted curve at half-maximal effect; % of control where 0% means no effect; nearly all actives have a fitted effect of over 55% in size
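Compounds, transferred as 23 nL by pin tool, were incubated with cells for 48 hr; DNA content per nucleus was then quantified by Hoechst staining and fluorescence plate imaging.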
KB-V1 MDR tox: KB-V1 MDR subline cytotoxicity; actives 3.4% (n = 400,000); AID 1347076; KB-V1 MDR cells viability, CellTiter-Glo, 72 h; Potency, µM (doses to about 46.1 µM), for inactives: at the highest dose activity change, negative = cytotoxicity, usual class: cytotoxic; also: potency is read from the fitted curve at half-maximal effect; % is scaled to controls: 0 for no effect and ±100 for the full control effect; nearly all actives have a fitted effect of over 60% in size
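KB-V1 cells (P-gp-expressing MDR subline of KB-3-1) in phenol-red-free DMEM with 10% FBS were exposed to library compounds over a concentration series for 72 h at 37 degrees C. Viability read by CellTiter-Glo luminescence; concentration-effect curves fitted after normalization.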
WRN helicase inh: WRN helicase (human) inhibition. Q14191. WRN helicase unwinding, fluorescent forked duplex, kinetic. Potency, µM (top dose mostly 114 µM), for the others: top-dose activity change, negative = inhibition, most hits filed as inhibitors. actives 0.46% (n = 360,000). AID 651768; also: potency is read from the fitted curve at half-maximal effect; % is scaled to controls: 0 for no effect and ±100 for the full control effect; nearly all actives have a fitted effect of over 55% in size
Target sequence (Q14191 whole entry, looked up): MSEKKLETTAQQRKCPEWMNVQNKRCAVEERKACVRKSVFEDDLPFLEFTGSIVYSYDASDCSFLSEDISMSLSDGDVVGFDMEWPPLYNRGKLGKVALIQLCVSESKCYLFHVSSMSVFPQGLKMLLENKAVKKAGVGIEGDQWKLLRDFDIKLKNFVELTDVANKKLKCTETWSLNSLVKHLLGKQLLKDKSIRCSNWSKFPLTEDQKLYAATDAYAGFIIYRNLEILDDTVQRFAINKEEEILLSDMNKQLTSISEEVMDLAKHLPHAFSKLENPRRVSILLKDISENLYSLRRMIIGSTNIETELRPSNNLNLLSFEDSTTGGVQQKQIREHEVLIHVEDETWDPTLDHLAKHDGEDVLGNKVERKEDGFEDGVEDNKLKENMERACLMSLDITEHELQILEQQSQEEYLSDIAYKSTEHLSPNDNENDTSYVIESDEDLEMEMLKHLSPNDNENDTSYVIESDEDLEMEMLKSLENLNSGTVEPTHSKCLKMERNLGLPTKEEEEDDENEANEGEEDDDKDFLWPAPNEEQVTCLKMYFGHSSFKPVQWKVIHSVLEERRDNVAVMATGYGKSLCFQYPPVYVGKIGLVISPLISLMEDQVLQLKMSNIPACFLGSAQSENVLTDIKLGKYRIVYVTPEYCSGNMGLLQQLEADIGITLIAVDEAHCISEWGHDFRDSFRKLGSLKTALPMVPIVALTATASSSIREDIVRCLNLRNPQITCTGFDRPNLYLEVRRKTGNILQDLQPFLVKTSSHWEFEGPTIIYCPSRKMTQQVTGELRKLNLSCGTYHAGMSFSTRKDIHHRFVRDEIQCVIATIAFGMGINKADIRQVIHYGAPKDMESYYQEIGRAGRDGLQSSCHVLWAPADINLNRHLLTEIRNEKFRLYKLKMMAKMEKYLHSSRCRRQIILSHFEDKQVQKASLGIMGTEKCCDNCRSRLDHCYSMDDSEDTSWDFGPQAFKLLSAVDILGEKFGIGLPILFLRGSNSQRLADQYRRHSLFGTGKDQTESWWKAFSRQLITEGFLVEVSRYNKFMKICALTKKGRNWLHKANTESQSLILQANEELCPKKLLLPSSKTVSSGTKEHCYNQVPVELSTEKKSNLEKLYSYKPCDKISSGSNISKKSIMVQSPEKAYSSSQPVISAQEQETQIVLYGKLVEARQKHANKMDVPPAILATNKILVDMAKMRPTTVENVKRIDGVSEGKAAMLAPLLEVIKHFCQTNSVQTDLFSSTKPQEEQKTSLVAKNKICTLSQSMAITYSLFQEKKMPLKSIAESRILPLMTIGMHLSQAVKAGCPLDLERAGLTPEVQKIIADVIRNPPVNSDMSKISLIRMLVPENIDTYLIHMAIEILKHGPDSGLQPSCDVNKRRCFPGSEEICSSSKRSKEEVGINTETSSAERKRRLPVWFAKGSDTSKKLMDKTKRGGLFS
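Fluorescence dequenching readout, ex 525 nm/em 598 nm, kinetic mode: forked duplex DNA (100 nM final) with adjacent fluorophore and quencher unwound by WRN (20 nM final) with 2 mM ATP. Compound preincubation 15 min, room temperature.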
HT1080NT lethal: kills 2HG-producing HT-1080-NT fibrosarcoma cells; AID 686970; actives 1.6% (n = 360,000); Potency, µM (titrated, usually from 46.1 µM), without a hit: at the highest dose activity, negative = less viability, usual class: cytotoxic; HT-1080-NT fibrosarcoma viability, CellTiter-Glo ATP luminescence, 48 h;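 also: NT is the 2HG producing partner of a matched IDH1 knockdown line; potency is read from the fitted curve at half-maximal effect; 0% = DMSO-treated cells and -100% = media-only wells without cells; nearly all actives have a fitted effect of over 55% in size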
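750 cells/well, RPMI + 5% FBS; 2 h settle, compound pin-transfer, 48 h at 37 degrees C. CellTiter-Glo 10 min RT, luminescence. Normalized to DMSO and media-only wells.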
KB-3-1 tox: KB-3-1 parental cell cytotoxicity | actives 1.4% (n = 400,000) | Potency, µM (titrated, usually from 46.1 µM), for inactives: top-dose activity change, negative = cytotoxic, most hits filed as cytotoxic | KB-3-1 viability, CellTiter-Glo ATP luminescence, 72 h; also: potency is read from the fitted curve at half-maximal effect; % is scaled to controls: 0 for no effect and ±100 for the full control effect; nearly all actives have a fitted effect of over 60% in size
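Cytotoxicity measured as CellTiter-Glo luminescence after 72 h at 37 C. Compound titrations were pinned onto drug-naive KB-3-1 parental adenocarcinoma cells grown in DMEM with 10% FBS, and normalized data fitted to concentration-response curves.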
The depositor's hits bear a star; i = inactive; u = inconclusive; x = not tested or not shown; & = joins results of further samples; [ ] = remark or other dose. Unless noted, calls follow the shape of the dose curve; as a rule, active = well fitted curve in the direction sought with a large enough effect; inconclusive = small, poorly fitted or top-dose-only effect, or another doubt; inactive = no such curve, though single readings can be large; an effect the other way counts as inactive or inconclusive. Compounds were not picked by outcome. About 12% of those tested had a hit in this group.

Screens in order – HT1080 IDH1KD tx	IL-1B inflam inh	MCF10A rerep	ATXN2 expr inh	SW480 rerep	KB-V1 MDR tox	WRN helicase inh	HT1080NT lethal	KB-3-1 tox
1. CC(CCc1ccccn1)C(=O)c1ccccc1 (stereo unspecified)
 : 13%	-20	2%	5%	-7%	-6%	1%	-1%	0%
2. COc1ccccc1C(=O)n1nc(-c2cccnc2)nc1NCc1ccccc1
 : -14%	13	-2%	1%&11%	-2%	3%&23%	-7%	0%	-5%&-1%
3. CCOc1ccc(NC(=O)CSc2nc3ccccc3c(=O)n2CCCC(=O)NCCCN2CCCC2=O)cc1
 : 0%	-5	0%	-26%[11.3 µM]	-1%	0%	-7%	-5%	6%
4. CCC(C)(C)NC(=O)CN(Cc1cccs1)C(=O)CNS(=O)(=O)c1ccc(C)cc1
 : 10%	-11	-1%	2%	-6%	-22%	-2%	5%	u
5. O=C(NNS(=O)(=O)c1ccc(F)cc1)c1ccccc1O
 : 4%	13	2%	1%	u	4%	6%	3%	4%
6. O=C(NCc1cccnc1)/C(=C/c1ccc([N+](=O)[O-])cc1)NC(=O)c1ccccc1
 : -5%	10	-42%[inhibitor]	-1%	-9%	27%	9%	-2%	2%
7. CN(C)S(=O)(=O)Nc1cc(F)cc(F)c1
 : u	-7	-3%	-17%	-2%	-2%	11%	-15%	-7%
8. Cc1cc(C)n(CCC(=O)N2CCN(S(=O)(=O)c3ccccc3)CC2)n1
 : 9%	-8	-4%	15%	-6%	-6%	3%	21%	20%
9. CCn1c(=O)c2sccc2n(CC(=O)NCCC2=CCCCC2)c1=O
 : u	49	u	-6%	-6%	u	5%	u	1%
10. O=C(O)CC1(CC(=O)NCc2cccc(Cl)c2)CCCCC1
 : 1%	12	-1%	-22%	-6%	0%	2%	-13%	2%
11. O=C(Cc1cccc2ccccc12)Nc1nc(-c2cccc([N+](=O)[O-])c2)cs1
 : u	-21	u	-8%	3%	-26%	-12%	-21%	-18%
12. CCCCN(C(=O)Nc1ccccc1)C1CCS(=O)(=O)C1 (stereo unspecified)
 : 4%	-16	-8%	7%	0%	-11%	-3%	0%[9.24 µM]	u
13. CCn1cc(C(=O)O)c(=O)c2cc(F)c(N3CCN(S(=O)(=O)c4ccc(NC(=O)OC)cc4)CC3)cc21
 : 0%	25	-3%	49%[activator]	-50%[inhibitor]	-20%	u	-24%	u
14. CNC(=O)c1[nH]cnc1C(=O)Nc1ccccc1
 : 14%	24	10%	20%	-5%	u	1%	25%	-1%
15. O=C(CN1CCN(C(=O)c2ccco2)CC1)Nc1ccc(Br)cc1
 : 19%	20	-1%	-11%	-8%	u	6%	4%	1%
16. CC(C)(C)OC(=O)CNC(=O)c1nc[nH]c1C(=O)N1CCNCC1
 : 24%	9	3%	-7%	-9%	22%	-3%	3%	9%
17. O=C(NCCCN1CCOCC1)c1ccc(S(=O)(=O)N2CCOCC2)cc1
 : 20%	12	u	3%	-6%	10%	-3%	0%	12%
18. COc1ccc(/C=C(/NC(=O)c2cccs2)C(=O)NC(C)(C)C)cc1OC
 : 5%	0	3%	7%	-6%	-19%	4%	7%	-3%
19. CCC1=NC(c2ccccc2Cl)N(O)C1(C)C (stereo unspecified)
 : 26%	14	u	-6%	-10%	2%	2%	2%	21%
20. CN(C)c1nc2c(c(=O)[nH]c(=O)n2C)n1CCCc1ccccc1
 : -11%	14	3%	-1%	-4%	u	-1%	-12%	u

More records
Screens in order – HT1080 IDH1KD tx	IL-1B inflam inh	MCF10A rerep	ATXN2 expr inh	SW480 rerep	KB-V1 MDR tox	WRN helicase inh	HT1080NT lethal	KB-3-1 tox
21. O=C(COC(=O)Cc1n[nH]c(=O)c2ccccc12)Nc1ccc(Cl)cc1F
 : 3%	2	-1%	x	-17%	4%	-1%	29%	12%
22. O=C(NC1CCCC1)C(c1ccc(F)cc1)N(Cc1ccc(F)cc1)C(=O)c1ccn[nH]1 (stereo unspecified)
 : -1%	-6	u	1%	0%	2%	-8%	-1%	u
23. O=C1CC(/C=C/c2ccc(Cl)cc2)=Nc2ccccc2N1
 : -19%	-94*	u	-20%	u	u	-1%	u	u
24. O=C(N/N=C1\C2CN3CCN(C2)CC1(c1ccccc1)C3)Nc1ccccc1
 : 7%	6	21%	5%	-9%	-5%	2%	17%	-3%
25. Cc1ccc(N(C(C)C(=O)Nc2cc(Cl)ccc2Oc2ccccc2)S(C)(=O)=O)cc1 (stereo unspecified)
 : -5%	-69*	0%	2%	8.2µM*	u	-21%	u	-2%
26. COc1cccc(CN2CCN(CCCc3ccccc3)C(CCO)C2)c1OC (stereo unspecified)
 : 0%	-8	17%	-13%	12%	14%	9%	-3%	2%
27. CC(C)C(=O)Nc1cccc(C(=O)NCCc2ccc(S(N)(=O)=O)cc2)c1
 : 3%	11	0%	6%	-22%	9%	0%	12%	5%
28. O=C(O)c1ccc(F)c(S(=O)(=O)Nc2ccccc2Cl)c1
 : 0%	18	-22%	3%	-4%	0%	1%	0%	2%
29. O=C(N/N=C/c1cc2ccccc2[nH]1)c1ccccc1Cl
 : 1%	15	-9%	7%	1%	u	-8%	5%	-4%
30. CCCCOn1c(C)c(C(C)=O)c2c3no[n+]([O-])c3ccc21
 : 0%	-2	0%	-7%	-5%	u	-1%	0%	-2%
31. CC(=O)Nc1cc(S(=O)(=O)Nc2ccccc2)c(C)cc1C
 : 8%	15	0%	3%	-1%	-7%	-14%	10%	-8%
32. O=C(NCCCN1CCOCC1)c1cc(-c2ccc(Cl)cc2)on1
 : 7%	-9	-6%	0%	-7%	-10%	-6%	5%	8%
33. COc1ccc(NC(C)=O)cc1NC(C)C(=O)Nc1ccc(F)cc1 (stereo unspecified)
 : 5%	-5	-2%	1%	2%	17%	5%	10%	-1%
34. COc1cc2ccc(=O)oc2cc1O
 : 0%	19	u	10%	15µM*	11%	-1%	24%	8%
35. COc1cccc(CCNc2ccc(N3C(=O)CC(C)C3=O)cc2[N+](=O)[O-])c1 (stereo unspecified)
 : 4%	2	9%	-6%	-15%	-5%	-6%	24%	2%
36. COc1ccc(-c2ccc(SCC(=O)NC3CCCC3)nn2)cc1OC
 : u	i	u	3%	-29%	u	-23%	-10%	-12%
37. C/C(O)=C/c1nc2ccccc2[nH]c1=O
 : 1%	0	-81%	-7%	4%	-9%	27%	-4%	19%
38. CC(=O)Nc1cc(NC(C)=O)cc(-c2nc3ccccc3[nH]2)c1
 : 22%	13	0%	u	-4%	u	9%	23%	-1%&0%
39. CCOC(=O)CC1ON(C)C(=O)N1c1ccc(Cl)cc1Cl (stereo unspecified)
 : 2%	0	2%	0%	-3%	5%	-4%	0%	14%
40. COCCn1c(SCC#N)nnc1-c1ccc([N+](=O)[O-])cc1
 : 14%	14	-1%	-3%	1%	u	7%	1%	13%

Later entries:
Screens in order – HT1080 IDH1KD tx	IL-1B inflam inh	MCF10A rerep	ATXN2 expr inh	SW480 rerep	KB-V1 MDR tox	WRN helicase inh	HT1080NT lethal	KB-3-1 tox
41. O=C(NNC(=O)C1CCN(S(=O)(=O)c2ccccc2C(F)(F)F)CC1)c1ccccc1O
 : u	8	u	-38%	u	u	-30%	-17%	u
42. O=C1/C(=C\c2cccc(O)c2)SC(=S)N1Cc1ccccc1
 : 5%	-18	u	x	-8%	13%	-8%	4%	1%
43. OC(CNc1ncnc2sccc12)c1ccccc1 (stereo unspecified)
 : u	-24	u	-35%	-7%	2%	2%	u	-24%
44. Cc1ccc(-c2nnc(-c3ccc(Br)cc3)o2)o1
 : 8%	-5	u	36%[activator]	-4%	u	-5%	20%	-2%
45. Cc1nc(-c2cccc(S(=O)(=O)N3CCOCC3)c2)cs1
 : 16%	16	u	1%	-2%	-15%	-8%	8%	5%
46. O=C(NCc1ccco1)C1CCCN(c2nnc(-n3cccc3)s2)C1 (stereo unspecified)
 : u	-11	16%	-19%	22%	-4%	-11%	2.6µM*	-24%
47. O=C(COC(=O)c1ccc(Cl)c(S(=O)(=O)N2CCCCC2)c1)NCC1CCCCC1
 : 2%	8	11%	3%	-18%	0%	-1%	2%[9.24 µM]	2%
48. Cc1ccc(C(=O)Nc2cccc(C(=O)N3CCOCC3)c2)cc1
 : 3%	4	-5%	x	-36%[inhibitor]	-15%	2%	-1%	8%
49. CCn1c(O)c(N=NC(=O)CNC(=O)c2cccnc2)c2ccccc21
 : -3%	-20	x	x	x	u	8%	-3%	0%
50. CCCCOC(=O)C1=C(C)NC(=O)NC1c1ccc([N+](=O)[O-])s1 (stereo unspecified)
 : -13%	0	4%	13%	u	-27%	-17%	-3%	15%
51. COc1ccc(CC(=O)NNC(=O)COc2ccc(F)cc2)cc1S(=O)(=O)N1CCOCC1
 : 23%	0	0%	12%	-7%	6%	-7%	1%	0%
52. O=C(CCC(=O)Nc1cccc(C(F)(F)F)c1)NCC1CCCO1 (stereo unspecified)
 : 11%	-2	3%	3%	-1%	14%	-2%	18%	6%
53. CC(C)CNC(=O)CSc1nnc(-c2ccccn2)n1Cc1ccccc1
 : 4%	0	-7%	2%	5%	-17%	1%	8%	1%
54. CN(Cc1nc2ccccc2[nH]1)C(=O)C1CCC(=O)N(C2CCCC2)C1 (stereo unspecified)
 : 2%	-26	-4%	5%	-12%	28%	-31%	-7%	0%
55. CCCc1nc(-c2cc3cc(C)ccc3[nH]c2=O)no1
 : 1%	-8	1%	0%	1%	-1%	3%	-5%	-3%
56. Cc1csc2nc(CNC(=O)c3cccc(C(F)(F)F)c3)cn12
 : 7%	-16	0%	-6%	-4%[9.22 µM]	-18%	4%	-1%	10%
57. Cc1cccc(C)c1OCc1cc(C(=O)NCc2cn(C)nc2C)no1
 : 3%	9	14%	3%	1%	x	-7%	4%	x

Screens from PubChem BioAssay.
